ADAM17 inh – inhibits human ADAM17; P78536; recombinant ADAM17, EDANS/DABCYL FRET peptide cleavage; inhibition, % at 6.95 µM; 370,000 compounds, 0.83% hits; AID 720648;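 active = inhibition above the mean of compounds lying between control limits plus 3 SD, set per campaign, cut at about 8.5% in these data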;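 note: 0% = DMSO-only wells as the low control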
PLCg1 inh – inhibitors of human phospholipase C gamma1. P19174. purified PLC-gamma1, fluorogenic substrate, fluorescence. inhibition, % at 12.2 µM. 370,000 compounds, 0.84% hits; in the data active = inhibition above about 9.5%
DDE Tn7 FP inh – DD(E)-Tn7 binding inhibition, primary FP screen; inhibition, % at 8.3 µM; AID 720508; FP displacement of FITC-Tn7 peptide from fibrin DD(E); 0% = median of compound wells per plate; 370,000 compounds, 0.13% hits; P02675;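 active = inhibition above the mean of compounds falling within the control limits plus 3 SD of them, cut at about 14% in these data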;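 note: 0% = plate median of compound wells and 100% = 10 µM Aha-Tn7 peptide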
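Assay system: Human fibrin DD(E) protein | Medium: Tris buffer with calcium and detergent, pH 7.8 | Reagent: 0.1 µM fluorescent Tn7 | Compound dosing: Single point at 8.3 µM | Times: 10 min preincubation, 3 h with tracer, room temperature | Detection: Fluorescence polarization of the labelled Tn7 tracer | Controls: Aha-Tn7 high control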
KLK7 zymogen act – activators of human kallikrein-7 zymogen | AID 652039 | activation, % at 7 µM | 370,000 compounds, 0.9% hits | purified proKLK7, EDANS-DABCYL substrate fluorescence; 100% is mature enzyme control, 0% vehicle | P49862;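 active = activation above the mean of all tested compounds plus 3 SD, computed per campaign excluding outliers beyond control limits, cut at about 13% in these data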
ARFGAP1 inhibitor – inhibitors of rat ARFGAP1. Arfgap1-stimulated ARF1 GTP hydrolysis, GDP FP detection. inhibition, % at 16.5 µM. 360,000 compounds, 0.26% hits. AID 651572;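 active = inhibition above a per-plate limit, mean inhibition of low control wells plus 3 SD, cut at about 25% in these data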;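 note: 0% = DMSO wells with enzyme and 100% = wells lacking Arfgap1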
Target sequence (Q62848 1-136 limits assumed): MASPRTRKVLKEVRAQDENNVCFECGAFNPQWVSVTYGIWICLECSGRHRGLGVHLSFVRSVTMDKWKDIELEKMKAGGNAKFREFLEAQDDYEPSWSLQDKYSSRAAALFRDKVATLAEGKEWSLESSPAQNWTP
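Material: rat Arfgap1 GAP domain (His6, aa 1-136), purified enzyme. Also added: human ARF1(Δ1-17)-GTP substrate. Compound dosing: 16.5 µM single point, 1.26% DMSO. Timing: enzyme reaction 120 min at 25 °C after 20 min preincubation. Signal: GDP detection by fluorescence polarization. Read-out basis: percent inhibition of GAP-stimulated GDP formation, scaled between DMSO and no-Arfgap1 medians.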
MBD2 inh – inhibitors of human MBD2 binding to methylated oligonucleotide; inhibition, % at 4.4 µM; TR-FRET; 370,000 compounds, 0.31% hits; Q9UBB5; in the data active = inhibition above about 13%
Target sequence (Q9UBB5 whole entry, looked up): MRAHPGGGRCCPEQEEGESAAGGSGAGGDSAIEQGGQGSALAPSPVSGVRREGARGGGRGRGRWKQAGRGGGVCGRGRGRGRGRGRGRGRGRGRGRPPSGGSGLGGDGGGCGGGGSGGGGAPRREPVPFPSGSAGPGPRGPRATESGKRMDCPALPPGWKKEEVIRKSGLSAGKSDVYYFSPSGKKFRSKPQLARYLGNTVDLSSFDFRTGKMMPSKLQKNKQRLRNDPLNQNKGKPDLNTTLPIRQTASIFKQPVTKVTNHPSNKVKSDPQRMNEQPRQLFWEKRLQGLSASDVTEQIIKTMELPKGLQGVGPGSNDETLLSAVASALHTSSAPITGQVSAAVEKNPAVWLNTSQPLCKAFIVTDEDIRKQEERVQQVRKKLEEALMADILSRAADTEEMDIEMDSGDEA
UHRF1 MBD2 ctr – UHRF1 methyl-DNA binding inhibition; UHRF1 binding to methylated oligo, TR-FRET; inhibition, % at 4.4 µM; 370,000 compounds, 0.75% hits; in the data active = inhibition above about 21%;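 note: UHRF1 SRA domain binding a hemimethylated CpG hairpin DNA probe; 0% = median of test compound wells and 100% = reference inhibitor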
ASAP1 GAP inh – inhibitors of human ASAP1 ArfGAP activity; ASAP1-stimulated ARF1 GTP hydrolysis, GDP FP detection; inhibition, % at 16.5 µM; 360,000 compounds, 0.19% hits; in the data active = inhibition above about 25%;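 note: 0% = vehicle with enzyme and substrate and 100% = no enzyme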
Target sequence (Q9ULH1 325-724 limits assumed): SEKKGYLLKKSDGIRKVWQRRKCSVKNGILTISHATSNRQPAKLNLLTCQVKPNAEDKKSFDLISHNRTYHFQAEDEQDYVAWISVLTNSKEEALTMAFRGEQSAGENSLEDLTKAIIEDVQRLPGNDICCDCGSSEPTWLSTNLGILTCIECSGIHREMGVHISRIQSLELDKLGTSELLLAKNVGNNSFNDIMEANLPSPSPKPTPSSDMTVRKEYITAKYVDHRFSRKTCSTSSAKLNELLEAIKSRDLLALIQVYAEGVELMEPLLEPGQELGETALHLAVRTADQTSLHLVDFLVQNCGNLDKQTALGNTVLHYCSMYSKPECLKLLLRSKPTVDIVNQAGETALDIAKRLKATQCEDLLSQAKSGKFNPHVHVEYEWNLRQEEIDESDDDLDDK
Tn6 DDE FP – inhibitors of Tn6 peptide binding to human fibrin DD(E); P02675; Fibrin DD(E) TRITC-Tn6 fluorescence polarization displacement; inhibition, % at 8.3 µM; 370,000 compounds, 0.21% hits; AID 720509;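 active = inhibition above a per-campaign cutoff: mean of compounds within control limits plus 3 SD, cut at about 15% in these data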;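 note: 0% = median of all compound wells on the plate and 100% = blocking peptide control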
PLCb3 inh – inhibitors of human phospholipase C beta3. Q01970. inhibition, % at 12.2 µM. 370,000 compounds, 0.18% hits. Purified PLC-beta3, fluorogenic substrate, fluorescence; in the data active = inhibition above about 11%;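 note: 0% = median of compound wells on plate and 100% = full blocker control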
Active calls of the source: *.

CN(C)c1ccnc(NCc2ccccc2)c1C#N was read as ADAM17 inh -2, PLCg1 inh -3, DDE Tn7 FP inh 2, KLK7 zymogen act -0.6, ARFGAP1 inhibitor 10, MBD2 inh 2, UHRF1 MBD2 ctr 4, ASAP1 GAP inh 5, Tn6 DDE FP 7 and PLCb3 inh -6.
`CCOC(=O)Cc1cc(=O)c2c(=O)n(-c3ccccc3)[nH]c2[nH]1` gave ADAM17 inh 5, PLCg1 inh 0, DDE Tn7 FP inh 1, KLK7 zymogen act -0.1, ARFGAP1 inhibitor -1, MBD2 inh -4, UHRF1 MBD2 ctr 3, ASAP1 GAP inh 1, Tn6 DDE FP -8 and PLCb3 inh -6.
`O=C(Nc1ccc(F)cc1)N1CCN(c2ncccn2)CC1` gave ADAM17 inh 1, PLCg1 inh 5, DDE Tn7 FP inh -3, KLK7 zymogen act -0.7, ARFGAP1 inhibitor -21, MBD2 inh 4, UHRF1 MBD2 ctr -2, ASAP1 GAP inh 2, Tn6 DDE FP 2 and PLCb3 inh 0.
Cc1ccc(S(=O)(=O)CCC(=O)OCC(=O)N(C)c2ccccc2)cc1 was read as ADAM17 inh -3, PLCg1 inh 3, DDE Tn7 FP inh 6, KLK7 zymogen act -0.2, ARFGAP1 inhibitor 8, MBD2 inh 4, UHRF1 MBD2 ctr 3, ASAP1 GAP inh 7, Tn6 DDE FP 3 and PLCb3 inh -4.
Screening CN1OC[C@@H]2CN(S(=O)(=O)c3cccc(C(F)(F)F)c3)[C@H](c3ccc(-c4cccnc4)cc3)C[C@@H]21 returned ADAM17 inh 7, PLCg1 inh -2, DDE Tn7 FP inh 2, KLK7 zymogen act 0.3, ARFGAP1 inhibitor -3, MBD2 inh 0, UHRF1 MBD2 ctr 0, ASAP1 GAP inh -14, Tn6 DDE FP 5 and PLCb3 inh 1.
Screening Cc1ccc(Cn2nnnc2CN2CCC(NC(=O)c3ccc(Br)cc3)CC2)cc1 returned ADAM17 inh -1, PLCg1 inh 1, DDE Tn7 FP inh -6, KLK7 zymogen act 0.5, ARFGAP1 inhibitor 4, MBD2 inh 3, UHRF1 MBD2 ctr -4, ASAP1 GAP inh 2, Tn6 DDE FP -5 and PLCb3 inh 4.
Cc1nc([N+](=O)[O-])cn1-c1nc2ccccn2c1[N+](=O)[O-] was read as ADAM17 inh -4, PLCg1 inh -7, DDE Tn7 FP inh -3, KLK7 zymogen act 0.3, ARFGAP1 inhibitor -6, MBD2 inh -1, UHRF1 MBD2 ctr 2, ASAP1 GAP inh 3, Tn6 DDE FP -1 and PLCb3 inh -8.
Screening CC(C)(Cc1ccc(O)cc1)NC(=O)CC(=O)N/N=C/c1ccc([N+](=O)[O-])cc1 returned ADAM17 inh 0, PLCg1 inh 1, DDE Tn7 FP inh -1, KLK7 zymogen act -0.7, ARFGAP1 inhibitor 8, MBD2 inh 0, UHRF1 MBD2 ctr -1, ASAP1 GAP inh -3, Tn6 DDE FP -9 and PLCb3 inh -2.
Cc1ccccc1Oc1ccc(NC(=O)C2CC=CCC2C(=O)O)cc1 (stereo unspecified) was read as ADAM17 inh 0, PLCg1 inh -1, DDE Tn7 FP inh 1, KLK7 zymogen act 0.1, ARFGAP1 inhibitor 3, MBD2 inh 5, UHRF1 MBD2 ctr 8, ASAP1 GAP inh 18, Tn6 DDE FP -5 and PLCb3 inh -1.
For CCOc1ccc(S(=O)(=O)Nc2cccc(C(=O)N(C)Cc3cccc(OC)c3OC)c2)cc1 the results were ADAM17 inh -5, PLCg1 inh -5, DDE Tn7 FP inh -1, KLK7 zymogen act -0.1, ARFGAP1 inhibitor -4, MBD2 inh 1, UHRF1 MBD2 ctr 1, ASAP1 GAP inh -9, Tn6 DDE FP 1 and PLCb3 inh -8.
Screening O=C(CN1CCOCCOCCOCCOCC1)Nc1ccccc1 returned ADAM17 inh 2, PLCg1 inh 1, DDE Tn7 FP inh -3, KLK7 zymogen act 0.4, ARFGAP1 inhibitor 2, MBD2 inh 2, UHRF1 MBD2 ctr -4, ASAP1 GAP inh 17, Tn6 DDE FP -5 and PLCb3 inh -2.
CC(=O)NN1C(=O)/C(=C\c2ccc(Cl)cc2)SC1=S was read as ADAM17 inh 1, PLCg1 inh -1, DDE Tn7 FP inh 8, KLK7 zymogen act -0.3, ARFGAP1 inhibitor 12, MBD2 inh -2, UHRF1 MBD2 ctr -12, ASAP1 GAP inh -4, Tn6 DDE FP 10 and PLCb3 inh -1.

Overlap with the part before: 2 entries, then new ones.
Screening O=C(CN1CCOCCOCCOCCOCC1)Nc1ccccc1 returned ADAM17 inh 2, PLCg1 inh 1, DDE Tn7 FP inh -3, KLK7 zymogen act 0.4, ARFGAP1 inhibitor 2, MBD2 inh 2, UHRF1 MBD2 ctr -4, ASAP1 GAP inh 17, Tn6 DDE FP -5 and PLCb3 inh -2.
CC(=O)NN1C(=O)/C(=C\c2ccc(Cl)cc2)SC1=S was read as ADAM17 inh 1, PLCg1 inh -1, DDE Tn7 FP inh 8, KLK7 zymogen act -0.3, ARFGAP1 inhibitor 12, MBD2 inh -2, UHRF1 MBD2 ctr -12, ASAP1 GAP inh -4, Tn6 DDE FP 10 and PLCb3 inh -1.
`CCOc1ccc(CC(=O)N/N=C/c2cccnc2)cc1` gave ADAM17 inh -3, PLCg1 inh -3, DDE Tn7 FP inh 3, KLK7 zymogen act 0.1, ARFGAP1 inhibitor 3, MBD2 inh 1, UHRF1 MBD2 ctr 0, ASAP1 GAP inh -11, Tn6 DDE FP 4 and PLCb3 inh -4.
CCCCN1CNC(=S)N(CCc2ccc(OCC)c(OCC)c2)C1 was read as ADAM17 inh -4, PLCg1 inh 0, DDE Tn7 FP inh -1, KLK7 zymogen act 0.2, ARFGAP1 inhibitor 1, MBD2 inh 3, UHRF1 MBD2 ctr -1, ASAP1 GAP inh 16, Tn6 DDE FP -6 and PLCb3 inh -7.
`O=C(NCCCl)Nc1ncn[nH]1` gave ADAM17 inh -6, PLCg1 inh 2, DDE Tn7 FP inh -1, KLK7 zymogen act 0.8, ARFGAP1 inhibitor -5, MBD2 inh -1, UHRF1 MBD2 ctr 0, ASAP1 GAP inh -2, Tn6 DDE FP 11 and PLCb3 inh 2.
Screening CC(NC(=O)c1ccco1)C(=O)N1CC=C(c2ccccc2)CC1 (stereo unspecified) returned ADAM17 inh 1, PLCg1 inh 1, DDE Tn7 FP inh -1, KLK7 zymogen act -1.6, ARFGAP1 inhibitor -12, MBD2 inh -2, UHRF1 MBD2 ctr -1, ASAP1 GAP inh -14, Tn6 DDE FP -4 and PLCb3 inh -5.
For CCc1ccc(/C=C2\SC(N3CCCC3)=NC2=O)cc1 the results were ADAM17 inh 1, PLCg1 inh 0, DDE Tn7 FP inh -1, KLK7 zymogen act 0.7, ARFGAP1 inhibitor -6, MBD2 inh -3, UHRF1 MBD2 ctr -2, ASAP1 GAP inh -18, Tn6 DDE FP 13 and PLCb3 inh -7.
COC(=O)[C@H](CC(C)C)N(CCc1cn(Cc2ccc(C)cc2)nn1)S(=O)(=O)c1ccccc1Br was read as ADAM17 inh 6, PLCg1 inh 6, DDE Tn7 FP inh 0, KLK7 zymogen act 0.6, MBD2 inh 1, UHRF1 MBD2 ctr 3, Tn6 DDE FP 5 and PLCb3 inh -3.
CCC(=O)Nc1ccc(NC(=O)CSc2nnnn2-c2ccc3c(c2)OCCO3)cc1 was read as ADAM17 inh -3, PLCg1 inh 3, DDE Tn7 FP inh 1, KLK7 zymogen act 0.1, ARFGAP1 inhibitor 33*, MBD2 inh -3, UHRF1 MBD2 ctr 5, ASAP1 GAP inh 8, Tn6 DDE FP -3 and PLCb3 inh -2.
Screening CC(C)(C)Nc1nc(NC(C)(C)C)nc(-n2ccnc2)n1 returned ADAM17 inh 1, PLCg1 inh 1, DDE Tn7 FP inh 6, KLK7 zymogen act 0.5, ARFGAP1 inhibitor 2, MBD2 inh -3, UHRF1 MBD2 ctr -1, ASAP1 GAP inh -6, Tn6 DDE FP -4 and PLCb3 inh 2.
`CC(=O)Nc1ccc(S(=O)(=O)Nc2ccc(N3CCOCC3)c(F)c2)cc1` gave ADAM17 inh -4, PLCg1 inh 1, DDE Tn7 FP inh 0, KLK7 zymogen act -0.1, ARFGAP1 inhibitor 3, MBD2 inh -5, UHRF1 MBD2 ctr -3, ASAP1 GAP inh -14, Tn6 DDE FP 2 and PLCb3 inh 0.
Cc1cc(C)cc(CC2CC(=O)N(c3cc(C)ccc3C)C2=O)c1 (stereo unspecified) was read as ADAM17 inh 0, PLCg1 inh 1, DDE Tn7 FP inh 2, KLK7 zymogen act 0.2, ARFGAP1 inhibitor 7, MBD2 inh -2, UHRF1 MBD2 ctr -1, ASAP1 GAP inh 10, Tn6 DDE FP 10 and PLCb3 inh -4.
C/C(=N/Nc1ccccc1[N+](=O)[O-])c1ccc(C)c([N+](=O)[O-])c1 was read as ADAM17 inh 1, PLCg1 inh 0, DDE Tn7 FP inh -1, KLK7 zymogen act -0.1, ARFGAP1 inhibitor 9, MBD2 inh -4, UHRF1 MBD2 ctr -3, ASAP1 GAP inh -5, Tn6 DDE FP -10 and PLCb3 inh -1.
Screening COc1ccc(OC)c(NC(=O)CSc2nnnn2-c2ccc3c(c2)OCO3)c1 returned ADAM17 inh -1, PLCg1 inh 4, DDE Tn7 FP inh 3, KLK7 zymogen act -0.3, ARFGAP1 inhibitor 4, MBD2 inh 1, UHRF1 MBD2 ctr -1, ASAP1 GAP inh 8, Tn6 DDE FP 4 and PLCb3 inh 2.
For COCC(C)NS(=O)(=O)c1ccc(C(=O)NC(Cc2ccccc2)c2ccccc2)cc1 (stereo unspecified) the results were ADAM17 inh 1, PLCg1 inh 0, DDE Tn7 FP inh -4, KLK7 zymogen act 0.2, ARFGAP1 inhibitor -3, MBD2 inh 2, UHRF1 MBD2 ctr -3, ASAP1 GAP inh -1, Tn6 DDE FP -5 and PLCb3 inh -9.
`COc1ccc(/C=C(\NC(=O)c2cccs2)C(=O)Nc2cccc3ccccc23)cc1OC` gave ADAM17 inh 4, PLCg1 inh -1, DDE Tn7 FP inh 0, KLK7 zymogen act -2.1, ARFGAP1 inhibitor 2, MBD2 inh 4, UHRF1 MBD2 ctr -1, ASAP1 GAP inh -4, Tn6 DDE FP -5 and PLCb3 inh -2.
Screening Cc1nn(C)cc1CNC(=O)c1cnn2c(C(F)F)cc(C3CC3)nc12 returned ADAM17 inh -13, PLCg1 inh -73, DDE Tn7 FP inh 6, KLK7 zymogen act 1.1, ARFGAP1 inhibitor 14, MBD2 inh 1, UHRF1 MBD2 ctr -2, ASAP1 GAP inh 17, Tn6 DDE FP -4 and PLCb3 inh -85.
CCC1(C)Cc2ccccc2-c2nc(NCCO)n(-c3ccc(C)cc3)c(=O)c21 (stereo unspecified) was read as ADAM17 inh inactive, PLCg1 inh inactive, DDE Tn7 FP inh 3, KLK7 zymogen act -4.7, ARFGAP1 inhibitor 0, MBD2 inh -1, UHRF1 MBD2 ctr 1, ASAP1 GAP inh 2, Tn6 DDE FP -8 and PLCb3 inh inactive.

Bioassay records as filed in PubChem BioAssay.
